Screening results: PubChem BioAssay, several laboratories
Vif inh = HIV Vif inhibition; 340,000 compounds, 0.35% hits; inhibition, % at 7.49 µM; HEK293T cells, Vif self-association by quenched fluorescence, imaging, 24 h; in the data active = inhibition above about 50%, passing the limit was not always enough; note: some results filed as inactive read as strong as hits
N-glyco inh = N-linked glycosylation inhibition; D54 ERlucT glycosylation luciferase reporter, 24 h; percent of 100 nM tunicamycin response; reporter increase, % at 12.5 µM; 360,000 compounds, 0.23% hits; AID 588692;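 active = mean luciferase reporter signal, scaled so untreated is 0 and the glycosylation-blocking control 100, at or above a set limit in every replicate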;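 note: luciferase carries N-glycosylation sites so blocking glycosylation raises the light; 0% = median of neutral control wells and 100% = median of 100 nM tunicamycin wells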
ABCB6 inh 2 = human ABCB6 transporter inhibition; Q9NP58; K562-ABCB6 porphyrin accumulation, flow cytometry, 1 h; active compounds read low; fluorescence ratio to DMSO, % at 10 µM; 360,000 compounds, 0.19% hits;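 active = fluorescence ratio to DMSO below 75%, the collection mean minus 3 SD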;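 note: signal is porphyrin accumulated inside mitochondria; 100% equals median channel fluorescence of DMSO control wells; lower ratio means ABCB6 inhibition with less porphyrin fluorescence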
PDI turbidity = PDI (human) enzyme inhibition. P07237. 350,000 compounds, 0.052% hits. inhibition, % at 10 µM. PDI insulin aggregation turbidity, A650, 90 min. AID 588391;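 active = mean inhibition across replicates of 30% or more, whatever share of single replicates reach that level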;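 note: absorbance from insulin aggregation driven by PDI reduction with DTT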
Target sequence (P07237 whole entry, looked up): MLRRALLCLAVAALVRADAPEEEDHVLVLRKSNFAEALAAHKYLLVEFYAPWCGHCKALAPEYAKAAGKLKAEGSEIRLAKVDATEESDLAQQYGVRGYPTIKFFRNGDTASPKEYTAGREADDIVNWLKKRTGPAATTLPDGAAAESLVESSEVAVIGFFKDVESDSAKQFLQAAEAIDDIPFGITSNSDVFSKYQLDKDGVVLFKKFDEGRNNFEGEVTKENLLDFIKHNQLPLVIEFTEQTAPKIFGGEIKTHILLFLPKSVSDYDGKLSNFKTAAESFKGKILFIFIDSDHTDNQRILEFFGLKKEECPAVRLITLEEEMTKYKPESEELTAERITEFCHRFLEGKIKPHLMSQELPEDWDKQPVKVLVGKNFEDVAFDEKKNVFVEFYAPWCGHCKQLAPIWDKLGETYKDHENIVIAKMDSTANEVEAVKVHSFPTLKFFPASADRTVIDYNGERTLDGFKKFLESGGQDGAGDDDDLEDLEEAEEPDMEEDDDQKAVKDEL
MC4R antag cAMP = antagonists of human melanocortin 4 receptor (MC4R). 360,000 compounds, 0.48% hits. MC4R-expressing cells, MTII-stimulated cAMP, LANCE TR-FRET. AID 540295. inhibition, % at 6.5 µM. P32245;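 active = inhibition above its plate's cutoff, the mean of tested wells on that plate plus 3 SD, cut at about 29% in these data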;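 note: 0% = Melanotan II alone and 100% = Melanotan II plus saturating MCL0020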
Target sequence (P32245 whole entry, looked up): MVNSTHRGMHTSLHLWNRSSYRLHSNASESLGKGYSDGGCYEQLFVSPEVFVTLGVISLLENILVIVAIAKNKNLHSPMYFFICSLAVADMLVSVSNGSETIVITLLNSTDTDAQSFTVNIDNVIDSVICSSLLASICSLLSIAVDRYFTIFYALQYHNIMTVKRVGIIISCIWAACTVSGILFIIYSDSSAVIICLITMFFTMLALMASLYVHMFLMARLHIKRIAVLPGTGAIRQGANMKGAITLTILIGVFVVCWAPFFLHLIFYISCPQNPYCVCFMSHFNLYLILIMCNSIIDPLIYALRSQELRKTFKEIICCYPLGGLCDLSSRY
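System – human MC4R-expressing U2OS cells · Also added – Melanotan II · Dosing – one concentration, 6.5 µM nominal · Timing – 30-min compound, 1-h challenge, 1-h detection, room temperature · Measured by – Eu-cAMP/anti-cAMP TR-FRET, emission 671 nm · Replicates – singlicate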
HTR2A ag = activates the mouse 5-HT2A serotonin receptor; AID 624169; activation, % at 7.6 µM; 360,000 compounds, 0.66% hits; P35363; CHO-K1 mHTR2A beta-arrestin complementation, luminescence; percent of 30 µM serotonin response;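 active = activation above a run cutoff, the mean activation of all tested compounds plus 3 SD, cut at about 14% in these data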;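 note: 0% = plate median of compound wells and 100% = 30 µM serotonin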
Cardio protect = protects H9c2 cardiomyocytes from peroxide injury; H2O2 injury protection, ATPLite, 2 h; protection from H2O2 cell death, % at 20 µM; 360,000 compounds, 0.63% hits; AID 588492;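 active = compounds giving at least 50% protection of heart cells from peroxide-induced death in the single-dose screen, raw or plate-pattern-corrected value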;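 note: 0% = DMSO wells with peroxide and 100% = DMSO wells without peroxide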
aDG glyco act = alpha-DG glycosylation activation. Pro5-aDG cells, alpha-DG glycosylation AlphaScreen (IIH6); 0% Pro5, 100% B10-LARGE cell signal. activation, % at 10 µM. 360,000 compounds, 0.22% hits;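 active = activation of at least 8% versus controls, or a plate z-score of at least 8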;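 note: Pro5 are CHO cells carrying HIG-tagged alpha-DG that lacks glycosylation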
CaV13 FRET inh = Disruptors of the CACNA1D IQ motif to Ca2+-dependent inactivation inhibitor domain association, primary screening, Förster resonance energy transfer in intact living …; 340,000 compounds, 0.098% hits; inhibition, % at 12.3 µM; HEK cells, CFP/YFP FRET ICDI-IQ, plate reader, 10 min; percent FRET-ratio fall versus neutral wells;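 active = mean replicate inhibition of at least 30% and at least 1% of replicates passing that level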;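 note: 0% = median of the neutral control wells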
MC4R ag barr = activates human MC4R beta-arrestin recruitment | P32245 | U2OS MC4R beta-arrestin complementation, luminescence; percent of melanotan II response, DMSO zero | activation, % at 8.9 µM | 360,000 compounds, 0.98% hits | AID 540308;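 active = activation above a per-plate cutoff, the mean activation of sample wells on that plate plus 3 SD, cut at about 8% in these data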
* marks the source's active call; other numbers are inactive results; . = no result given. Rows are unselected; about 3.6% have a hit in one of these screens.

SMILES	Vif inh	N-glyco inh	ABCB6 inh 2	PDI turbidity	MC4R antag cAMP	HTR2A ag	Cardio protect	aDG glyco act	CaV13 FRET inh	MC4R ag barr
CC(C)OCCCNC(=O)C1CCN(S(=O)(=O)N2CCCC2)CC1	-2	2	92	-10	6	-1	6	0.1	-5	-3.9
Cc1ccc(NC2=NCC(=O)N2Cc2ccc3c(c2)OCO3)cc1	-1	1	106	-12	22	-7	-4	0.1	.	0.1
Cc1ccc(-n2nnnc2SCC(=O)Nc2sc(C)c(C)c2C#N)cc1C	20	2	99	-1	16	1	0	0.1	-7	1.4
Cc1cccc(N(CC(=O)NC(C)(C)C)C(=O)CS(=O)CC(=O)Nc2ccc(F)cc2)c1 (configuration not stated)	-2	3	97	-4	4	-3	2	0.7	-7	-1.6
N#CCC(=O)N/N=C/c1cccc(Oc2ccccc2)c1	-2	-3	105	-1	4	-1	-7	0.6	-4	0.3
CCCNc1nc(C)cc(-c2cc(-c3ccc(Cl)cc3)on2)n1	.	5	98	0	-2	2	-4	0.2	-13	0.1
Oc1c(C(c2ccc(Cl)cc2)N2CCCC2)cc(Cl)c2cccnc12 (configuration not stated)	17	21	93	-1	10	-13	72*	1.0	-38	-1.1
Oc1ccc2oc3c(c2c1/C=N/n1cnnc1)CCCC3	4	-5	103	6	10	4	60*	0.0	-4	1.4
CC#Cc1cc2c(cc1O)CCC1C2CCC2(C)C(O)CCC12 (configuration not stated)	8	10	95	6	-10	-7	22	-0.3	-5	0.5
O=C(CSc1ccc(-c2nc3ccccc3[nH]2)cn1)Nc1ccc2c(c1)OCCO2	55*	8	98	-5	-10	-3	13	-0.2	.	-0.3
C=CCSc1nc(O)c(CC)c(=O)n1C(C)CC (configuration not stated)	6	2	99	16	8	0	12	0.2	-9	-1.3
CN1C(=O)N(C)C2C1N(C)S(=O)(=O)N2C (configuration not stated)	3	1	101	-5	1	-1	-2	0.1	.	-0.2
COC(=O)c1scc2c(=O)cc(C(F)(F)F)[nH]c12	-2	1	99	-15	3	8	16	-0.3	1	0.1
O=C(COc1ccccc1F)Nc1nnc(C2CCCC2)s1	10	1	99	3	3	-2	-1	-0.1	-3	-3.0
CCC(C)c1ccc(S(=O)(=O)N2CCN(CC(O)COCC3CCCO3)CC2)cc1 (configuration not stated)	9	4	100	4	10	5	-6	0.3	-4	-3.7
COc1ccc(OC)c(NC(=O)c2cc(S(=O)(=O)N(C)C)ccc2N2CCCC2)c1	1	1	96	1	7	1	5	-0.3	-15	-1.6
CCCCOC(=O)n1c(=S)oc2cc(Cl)ccc21	.	1	89	19	12	-1	-17	0.0	-5	0.1
Cc1ccc2nc(/C(C#N)=C\c3ccc(Oc4ccc([N+](=O)[O-])cn4)cc3)[nH]c2c1	-2	-1	93	-2	7	-4	-9	-0.2	-4	8.0
COc1ccc(-c2csc3ncnc(N4CCN(S(=O)(=O)c5ccccc5C#N)CC4)c23)cc1	-9	-4	102	-5	19	-4	13	-0.1	-2	-4.1
FC(F)(F)c1cc(Oc2ccccc2)nc(-c2ccccn2)n1	3	1	102	6	10	-1	-6	0.2	-5	-3.2
CCCn1nc(NS(=O)(=O)c2ccccc2)c2cc3ccccc3nc21	10	2	95	0	4	-4	7	-0.2	-4	-0.9
CC(=O)c1ccc(NC(=O)CCc2ccc(C)o2)cc1	8	1	100	-39	-6	-2	0	0.4	-5	0.1
NC(=O)NOCc1c(F)cccc1Cl	1	2	96	-1	13	0	6	-0.5	4	-1.2
COc1cc(C)c(CN2CCN(C(C)C(=O)NC(C)c3ccccc3)CC2)cc1OC (configuration not stated)	9	0	90	-1	-1	-6	2	0.1	-4	-1.6

Quoted at random: 2 records from the list.
SMILES	Vif inh	N-glyco inh	ABCB6 inh 2	PDI turbidity	MC4R antag cAMP	HTR2A ag	Cardio protect	aDG glyco act	CaV13 FRET inh	MC4R ag barr
FC(F)(F)c1cc(Oc2ccccc2)nc(-c2ccccn2)n1	3	1	102	6	10	-1	-6	0.2	-5	-3.2
NC(=O)NOCc1c(F)cccc1Cl	1	2	96	-1	13	0	6	-0.5	4	-1.2

The listing continues.
SMILES	Vif inh	N-glyco inh	ABCB6 inh 2	PDI turbidity	MC4R antag cAMP	HTR2A ag	Cardio protect	aDG glyco act	CaV13 FRET inh	MC4R ag barr
COc1ccc(-c2sc3cc4c(cc3c2C#CC2(O)CCCCC2)OCO4)cc1	-6	4	95	-7	1	-1	-1	0.2	-11	-0.2
COc1ccc(-n2c(SCC(=O)c3c(N)n(C)c(=O)n(C)c3=O)nc3ccccc32)cc1	36	0	109	4	6	-1	6	0.0	-6	0.1
CCN(CC)C(=O)C(=O)c1cn(CC(=O)NCc2ccc3c(c2)OCO3)c2ccccc12	1	3	92	0	7	3	2	0.2	-2	-0.2
O=C(N/N=C/c1ccsc1)c1ccc2ccccc2n1	4	0	102	5	-2	-2	-2	-0.1	5	-3.1
CC(=O)c1cnc2c(-c3ccccc3)c(C(F)(F)F)nn2c1C	-4	-2	99	2	-4	4	-20	-0.2	0	-0.9
COc1ccccc1NC(=O)C1CCN(S(=O)(=O)c2cccc3nonc23)CC1	17	-1	99	-3	-3	3	0	0.0	-7	0.7
O=C(O)/C(=C\c1ccco1)NC(=O)c1cccc2ccccc12	7	4	96	0	-1	-1	6	-0.1	-8	-1.4
Cc1ccc(-c2nnc(CSc3nncn3N)o2)cc1	-1	2	100	5	2	1	0	-0.1	-8	1.6
COCCCNCCOCCOc1ccc(Cl)cc1Br	8	-1	97	4	2	1	5	0.7	-2	-0.4
O=C1C=C(c2cccc3c2sc2ccccc23)C[C@@H](c2ccc(Cl)cc2)C1	-3	0	100	-5	4	6	-6	-0.2	-4	0.7
COc1cc(/C=N/NC(=O)COc2ccc(-n3cnnn3)cc2)ccc1OCC(N)=O	6	2	100	-5	-7	-4	1	0.1	0	3.6
CCN(C[C@H]1N[C@@](CC)(C(=O)OC)[C@H]2C(=O)N(C)C(=O)[C@@H]12)C(=O)COc1ccccc1	-3	2	102	-2	11	1	5	-0.2	-5	-2.0
CC(=O)N1CCN(Cc2nc3cc(NC(=O)Cn4nc(C)c5ccccc5c4=O)ccc3n2C)CC1	.	2	100	-2	6	2	8	0.1	-3	-0.7
CC1Cc2ccccc2N1S(=O)(=O)c1cnc(Cl)c(Cl)c1 (configuration not stated)	-5	-3	103	-4	23	3	-3	0.3	5	-2.1
COC(=O)COc1ccccc1/C=C1/NC(=O)NC1=O	0	1	103	9	-6	-3	1	0.0	-18	-1.1
CCN(CC)S(=O)(=O)c1cc(C(=O)N(C)CC(=O)Nc2ccc(Cl)cc2)ccc1Cl	-3	-1	94	-18	4	-5	-7	0.4	-14	-0.9
Cc1cc(C)c2c(=O)n(CC(=O)NC3CCCC3)sc2n1	0	-1	91	7	-7	4	-32	-0.2	-5	-0.5
O=C1c2ccc([N+](=O)[O-])cc2C(=O)N1Cc1cccnc1	-4	0	100	-3	2	4	3	0.0	-7	-1.1
COc1ccc(-c2noc(CSc3nc4ccccc4c(=O)n3-c3ccccc3)n2)cc1OC	-6	1	.	-16	-13	-6	2	0.5	.	-2.4
CCNc1ccc(C(=O)OCC(=O)NCc2ccc(C)cc2)cc1[N+](=O)[O-]	3	0	100	-5	6	0	-3	-0.1	-17	-2.3
CC(=O)c1ccc(-c2cnc3c(NC=O)cc(-c4cccc(NS(C)(=O)=O)c4)cn23)cc1	.	-5	93	17	-36	2	64*	-0.2	-5	-0.2
CSc1ccccc1C(=O)N1CCCCC1	-4	1	93	4	15	-3	-3	-0.3	-2	-3.5
S=C(Nc1cccnc1)N1CCN(c2ccccc2Cl)CC1	3	1	100	8	-3	-7	6	-0.1	-7	0.1
O=C(c1ccc(Cl)c(S(=O)(=O)Nc2ccc(F)cc2)c1)N1CCN(c2ccccn2)CC1	-4	-7	103	-6	10	-2	-5	-0.1	-6	-2.5
O=C(Cc1c(Cl)cccc1Cl)Nc1ccncc1Cl	-11	-6	102	8	5	-2	-8	0.7	.	-2.0
COc1cccc(NC(=O)CN(C)C(=O)Cc2cccc3ccccc23)c1	-2	1	99	9	7	-4	-3	0.1	-5	-1.2
N=c1c(C(=O)NC2CCCC2)cc2c(=O)n3ccccc3nc2n1C1CCCC1	-1	1	102	3	1	-4	10	0.6	5	-1.5
CCOC(=O)c1c(NC(=O)CC)sc2c1CCN(Cc1ccccc1)C2	-11	-4	97	.	2	8	-9	0.0	-3	0.8
CC(=O)Nc1ccc(S(=O)(=O)N2CCC(C(=O)N[C@@H](Cc3ccccc3)C(=O)O)CC2)cc1	-13	2	104	1	-2	10	2	0.0	-20	0.2
CCCCCCCC(=O)OCC(=O)[C@@]1(O)CC[C@H]2[C@@H]3CCC4=CC(=O)CC[C@]4(C)[C@H]3[C@@H](O)C[C@@]21C	1	1	102	-8	10	4	-22	0.1	-6	2.1
Cc1cccc(C)c1NC(=O)Cn1nc(C)n2cccc2c1=O	0	2	102	18	8	5	8	-0.1	-2	-2.0
COc1ccc(CN2CCN(S(=O)(=O)c3ccc(F)cc3)CC2)cc1OC	2	-1	80	1	-2	4	-2	0.3	-11	-0.8
COCCn1c(SCC(=O)N2CCCC2)nc2c(c1=O)SCC2	9	1	188	3	-3	4	8	0.0	-12	1.1
CC(=O)NC1CCC(OC(=O)Nc2ccccc2)CC1 (configuration not stated)	-3	0	95	-5	2	3	-2	0.1	-10	-1.4
CCn1cc(Cl)c(C(=O)NNC(=O)CCn2cc([N+](=O)[O-])cn2)n1	-3	1	101	-1	25	2	1	-0.2	.	-1.3
COc1ccc(C(=O)c2ccccc2CN2C(=O)c3ccccc3C2=O)cc1	-4	-1	92	0	-3	-2	6	0.3	-6	-1.0
Cc1ccc(Nc2cnn(C34CC5CC(CC(CC(=O)O)(C5)C3)C4)c(=O)c2Cl)cc1	-4	2	100	2	-2	-1	8	-0.1	-6	-1.4
Cc1nc(SCC(=O)Nc2ccc3c(c2)OCO3)c(C#N)c2c1CCCC2	-8	-6	91	-12	19	6	-24	4.2	.	-0.8
Oc1cnn(-c2ccccc2)c1	-3	0	90	-2	4	2	7	0.1	.	-0.5
Cc1cc(C(=O)O)oc(=O)c1	12	-1	99	-1	2	-1	9	-0.1	-2	-2.3
CC(=O)N(CCc1ccccc1C)Cc1cc2cc3c(cc2[nH]c1=O)OCO3	7	0	103	1	2	0	-6	0.0	.	-2.1
Cc1ccnc(N2C(=O)c3ccccc3C2=O)c1	-8	5	96	-2	-1	10	-2	-0.1	-19	0.7
Cc1ccc(Nc2ccc(S(=O)(=O)N3CCOCC3)cc2[N+](=O)[O-])cc1C	-2	0	100	-2	8	3	-10	-0.4	-4	0.8
COc1ccc(N2CCN(C(=O)CSc3nnc(-c4cccnc4)n3-c3ccccc3)CC2)cc1	2	1	94	6	3	3	2	0.0	-5	-0.8
O=C1C2C3C=CC(C3)C2C(=O)N1CCCCCCN1C(=O)C2C3C=CC(C3)C2C1=O (configuration not stated)	-6	0	98	-3	7	2	-2	1.0	-7	1.1

Looked up above.
For Vif inh, O=C1c2ccc([N+](=O)[O-])cc2C(=O)N1Cc1cccnc1 is entered as -4
For MC4R antag cAMP, CSc1ccccc1C(=O)N1CCCCC1 is entered as 15
